ERAP1 inh = blocks human ERAP1 aminopeptidase activity; Q9NZ08; recombinant ERAP1, Leu-AMC fluorescence, 60 min; inhibition, % at 10.7 µM; 340,000 compounds, 0.15% hits; AID 652197;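 active = mean replicate inhibition of at least 30%, or all replicates individually reaching that 30% level; inactive = mean below 30% and not every replicate reaching it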;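 also: 0% = neutral control wells and 100% = L-leucinethiol positive control wells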
RAD54 inh = inhibitors of human RAD54 branch migration; Q92698; RAD54 Holliday junction branch migration, FAM/BHQ fluorescence; inhibition, % at 10.4 µM; 360,000 compounds, 0.14% hits;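 active = mean normalized replicate activity at least 40 and at least half of replicates scoring 40 or more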;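 also: 0% = median of neutral control wells and 100% = median of positive control wells; inhibitors cause a drop in the FAM fluorescence signal; in these data hits start at about 50%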
RAD52 anneal inh = inhibitors of human RAD52 DNA annealing | recombinant RAD52 DNA annealing, FRET fluorescence | inhibition, % at 18.7 µM | AID 651710 | 360,000 compounds, 0.46% hits;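 active = every replicate showing at least 50% inhibition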
PGC1a acetyl inh = lowers PGC1a acetylation signal in U2OS cells | inhibition, % at 15.6 µM | AlphaScreen anti-acetyl-lysine; with virally co-expressed GCN5 acetyltransferase | 350,000 compounds, 0.17% hits;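 active = every replicate shows inhibition of at least 40%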;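 also: 0% = neutral control wells and 100% = positive control wells; some results beyond the cut were filed as inactive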
PglD DTNB = PglD (C. jejuni) enzyme inhibition; inhibition, % at 12.5 µM; 360,000 compounds, 0.098% hits; purified PglD enzyme, DTNB colorimetric CoA detection; AID 602405; in the data active = inhibition above about 16%, passing the limit was not always enough; also: strong numbers were not always called active
miR122 inh = blocks miR-122 activity in Huh7 sensor cells. 340,000 compounds, 0.3% hits. activation (reporter increase), % at 12.5 µM. Huh7 miR-122 Renilla luciferase sensor, 48 h; neutral wells = 0, positive control = 100;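 active = mean replicate activation score at least 90 and every replicate individually at or above 90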;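 also: higher luciferase means less miR-122 activity so hits act as miR-122 inhibitors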
E-selectin induc = induces E-selectin expression in human endothelial cells. P16581. HUVEC E-selectin immunofluorescence imaging; normalized: neutral wells 0, TNF-alpha wells 100. activation, % at 7.58 µM. 260,000 compounds, 0.37% hits;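 active = mean E-selectin-positive cell signal at least 10% of the positive control, reached in at least 60% of replicates, without over 20% cell loss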;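 also: in these data hits start at about 27%; measured in HUVEC primary endothelial cells; signal is the percent of cells scored E-selectin positive by PE staining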
Target sequence (P16581 whole entry, looked up): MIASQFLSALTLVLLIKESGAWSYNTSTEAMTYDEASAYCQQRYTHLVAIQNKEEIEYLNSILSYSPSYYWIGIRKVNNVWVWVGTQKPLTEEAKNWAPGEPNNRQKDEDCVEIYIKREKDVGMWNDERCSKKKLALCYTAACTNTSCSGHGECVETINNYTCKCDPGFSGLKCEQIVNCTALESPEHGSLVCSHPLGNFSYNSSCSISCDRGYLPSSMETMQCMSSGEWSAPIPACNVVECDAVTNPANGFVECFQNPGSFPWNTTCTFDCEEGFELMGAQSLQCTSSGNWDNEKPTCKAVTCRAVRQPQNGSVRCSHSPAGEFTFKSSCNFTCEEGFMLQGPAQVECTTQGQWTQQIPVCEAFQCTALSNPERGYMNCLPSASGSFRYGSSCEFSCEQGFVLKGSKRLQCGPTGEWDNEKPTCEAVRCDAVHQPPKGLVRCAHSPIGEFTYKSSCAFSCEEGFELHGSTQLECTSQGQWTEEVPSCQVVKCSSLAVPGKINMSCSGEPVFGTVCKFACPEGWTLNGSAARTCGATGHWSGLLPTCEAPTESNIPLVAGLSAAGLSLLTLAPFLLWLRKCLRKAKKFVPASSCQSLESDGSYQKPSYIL
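material = human umbilical vein endothelial cells (HUVEC), E-selectin induction | quantity = 3,000 cells/well | medium = EGM-2 growth medium on 0.1% gelatin-coated wells | technique = immunofluorescence imaging | read-out basis = % PE-positive cells | control set = TNF-alpha positive control, DMSO neutral control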
Cneo AK release = causes C. neoformans cell lysis; adenylate kinase release luminescence, 4 h; normalised: neutral wells 0, clomiphene wells 100; lysis activity, % at 15 µM; 360,000 compounds, 0.2% hits; AID 651654;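 active = mean lysis activity across replicates of at least 80%, whatever share of replicates individually reach that level; inactive = mean lysis activity below 80%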
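Material: C. neoformans cells | Amount: Yeast cell density of 5 × 10^6 cells/mL | Medium: Fresh YPD growth medium | Dosing: Single dose | Times: Static 4 h at 37 °C with compound, 1 h detection | Detection: AK luminescence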
An asterisk follows results filed as active; x = no result given; & = joins results of further samples; [ ] = remark or other dose.

#	compound	ERAP1 inh	RAD54 inh	RAD52 anneal inh	PGC1a acetyl inh	PglD DTNB	miR122 inh	E-selectin induc	Cneo AK release
1	O=C(Nc1ccc2c(c1)OCCO2)C1CCCC1	-4	1	-13	4	-1	-4	0.3	-4
2	O=c1c2sc3nc(N4CCOCC4)c4c(c3c2ncn1C(c1ccccc1)c1ccccc1)CCCC4	-1	x	-8	-11	7	-6	3.2	-1
3	Cc1cc(=O)oc2cc(OC(C)C)ccc12	x	-1	x	12	-2	-10	x	4
4	CC(C)C#Cc1ccc([C@@H]2[C@@H](CO)N3C(=O)CN(C(=O)Cc4ccccc4)C[C@@H]23)cc1	-1	x	0	6	x	x	0.2	x
5	Cc1ccc(OCCCn2c(=O)sc3ccccc32)cc1	x	-3	x	3	-5	-6	x	-5
6	CN1c2ccc(-c3cccc(C#N)c3)cc2[C@@H]2[C@@H](CCN2C(=O)Nc2cc(F)ccc2F)[C@@H]1CO	1	8	-7	3	2	-5[16.7 µM]	0.7	5
7	COc1ccc(-c2cnc3c(c2)C(=O)N([C@@H](C)CO)C[C@H](C)[C@H](CN(C)C(=O)NC2CCCC2)O3)cc1	3	0	5	-4	-2	20[16.7 µM]	1.6	7
8	COC(=O)[C@@H]1[C@@H](CO)[C@@H]2Cn3c(ccc(-c4ccccc4OC)c3=O)[C@@H]2N1CC1CCCC1	1	-13	-23	x	-2	x	0.1	64
9	O=C(CN1c2ccccc2Sc2ccccc21)NNC(=S)Nc1ccc(Cl)cc1	-2	6	-3	-5	6	84	2.1	1
10	O=C(NNC(=O)c1cccs1)c1ccco1	1	1	-5	x	3	x	x	-4
11	COc1ccc(NC(=O)C2CCC(CNc3c(N4CCCCC4)c(=O)c3=O)CC2)cc1OC (stereo not given)	-1&3	-1	-6&-4	-4	4	-1	0.1&-0.2	-5
12	O=C(NCC[C@H]1CC[C@@H](NC(=O)C2CC2)[C@@H](CO)O1)c1cc(Cl)cc(Cl)c1	-1	-1	-12	11	16	x	-0.4	1
13	COc1ccc2c(C(=O)CN3CCN(CCO)CC3)c[nH]c2c1	x	-3	x	2	2	5	x	2
14	Cc1ccc(-c2nn3c(C)nnc3c3ccccc23)cc1S(=O)(=O)NC(C)(C)CO	-1	x	-12	-16	x	6	x	x
15	CC(C)NC(=O)Nc1ccc2c(c1)C(=O)N([C@@H](C)CO)C[C@H](C)[C@@H](CN(C)C(=O)CCC(F)(F)F)OCCCC[C@H](C)O2	0	4	3	-2	0	10[16.7 µM]	0.1	96*
16	O=C(NCC[C@H]1CC[C@@H](NC(=O)Nc2cc(F)ccc2F)[C@@H](CO)O1)Nc1ccc(F)cc1	0	-9	5	9	-5	x	1.0	-4
17	Cn1cccc1C(=O)/C(C#N)=C/c1ccc(F)cc1	4	-35	-84	x	2	3	0.0	-5
18	CC(C)NCC(O)c1ccc(NS(C)(=O)=O)cc1 (stereo not given)	-1	7	3	-2	0	1	1.7	2
19	COc1ccc(NC(=O)CSc2nc(O)cc(=O)n2-c2ccccc2OC)cc1	3	4	-36	-10	0	-6	x	-2
20	O=C(c1cccc(F)c1)N1CC(=O)N2[C@H](C1)[C@H](c1ccc(-c3cccnc3)cc1)[C@@H]2CO	-1	x	6	6	x	x	0.8	x
21	O=C(COc1ccc2ccccc2c1)Nc1ccncc1	0	x	-1	-5	x	x	0.4	x
22	CCN1CCCC1CNC(=O)CCc1nc(-c2ccc(C)cc2)no1 (stereo not given)	x	5	x	2	0	-7	x	1
23	CC(C)NC(=O)Nc1ccc2c(c1)CC(=O)N([C@@H](C)CO)C[C@@H](C)[C@@H](CN(C)S(=O)(=O)c1cn(C)cn1)O2	-3	6	-11	5	3	3[16.7 µM]	-3.0	1
24	O=C(Nc1cc(Cl)cc(Cl)c1)N[C@H]1CC[C@@H](CCNS(=O)(=O)c2cccc(F)c2)O[C@@H]1CO	1	-1	11	-1	4	x	0.0	3
25	O=C(Nc1cccc(O)c1)c1cccc(NC(=O)c2cccs2)c1	-4	5	-11	x	-2	x	0.0	-2
26	C[C@@H]1CN([C@H](C)CO)C(=O)c2cc(-c3cccc(F)c3)cnc2O[C@H]1CN(C)C(=O)C1CCCCC1	1	1	11	-4	-67	-6[16.7 µM]	-0.1	51
27	O=C(Nc1ccc(Cl)c(Cl)c1)N[C@@H]1CC[C@@H](CCn2cc(C3CCCCC3)nn2)O[C@H]1CO	0	0	14	6	0	x	-0.1	-1
28	COc1ccc(CN(CC(=O)NC(C)C)C(=O)CCC(=O)Nc2nccs2)cc1	-2	-3	-9	x	-1	x	-0.1	10
29	COC(=O)C(C)Oc1ccc2c(-c3cccc([N+](=O)[O-])c3)cc(=O)oc2c1 (stereo not given)	x	-1	x	3	-3	-3	x	6
30	COC(=O)N/N=C\c1cccc(OC(=O)c2cccs2)c1	5	0	3	0	-3	5	x	-2
31	Cc1ccc(C)c(C(=O)C(C)Sc2nc3nn(-c4ccccc4)c(=O)c-3c3n2CCCCC3)c1 (stereo not given)	0	5	-9	5	-1	3	-0.1	1
32	Cc1ccc(S(=O)(=O)NCc2ccc(C(=O)N3CCCC3)cc2)cc1	x	-1	x	x	0	8	x	0
33	O=C1CCC(=O)N1CC(O)COc1ccccc1 (stereo not given)	-2	-4	-1	x	-4	x	x	1
34	C[C@@H]1CN([C@H](C)CO)C(=O)c2cccc(NC(=O)Nc3ccc4c(c3)OCO4)c2O[C@@H]1CN(C)CC1CCCCC1	4	-2	-1	-1	-2	6[16.7 µM]	0.0	-23
35	COc1ccc(Nc2nc(N)nc(CCl)n2)cc1	x	9	-10	5	5	-28	0.1	-9
36	C[C@@H]1CN([C@H](C)CO)C(=O)Cc2cc(NC(=O)NC3CCCCC3)ccc2O[C@@H]1CN(C)Cc1ccc(C(F)(F)F)cc1	-1	-5	8	-9	-1	1[16.7 µM]	0.0	-4
37	O=C(COC(=O)CCNS(=O)(=O)c1ccc(Cl)cc1)NCc1ccco1	x	-11	x	-5	2	-2	x	1
38	Cc1nc(NC(=O)CSc2nnc(-c3ccccc3)c(-c3ccccc3)n2)c(Cl)cc1Cl	x	0	x	-8	5	-1	x	-1
39	O=C([C@@H]1[C@@H](CO)[C@@H]2Cn3c(ccc(-c4ccccc4)c3=O)[C@H]1N2Cc1cccnc1)N1CCOCC1	-4	-2	1	x	-3	x	0.0	-1
40	O=C1CCCN2N=C(SCC(=O)Nc3ccc(Cl)cc3)SC2=N1	1	1	-9	x	0	x	x	-1
41	Cc1ccc(S(=O)(=O)NNC(=O)C(=O)NNS(=O)(=O)c2ccc(C)cc2)cc1	0	3	1	3	-5	7	x	0
42	C[C@@H]1CN([C@H](C)CO)C(=O)c2cc(NS(=O)(=O)c3cn(C)cn3)ccc2O[C@@H]1CN(C)C(=O)Nc1ccc2c(c1)OCO2	0	0	-2	-4	-4	2[16.7 µM]	62*	1
43	CC1Cc2cc(S(=O)(=O)N3CCC(C(=O)Nc4ccccn4)CC3)ccc2N1C(=O)C1CCC1 (stereo not given)	-4	-6	-8	-45	-4	-1	0.2	8
44	O=C(/C=C/c1ccccc1)Nc1ccc(N2CCCCC2)cc1	5	-8	-8	x	-2	-17	x	-6
45	Cc1ccc(N2CSC3=C(C#N)C(c4cccs4)CC(=O)N3C2)cc1 (stereo not given)	9	-13	-22	-1	-1	2	1.7	2
46	CCc1ccc2[nH]c(=O)c(CN(CCO)C(=O)NCc3ccccc3)cc2c1	x	10	x	-4	7	1	x	0
47	Cc1nnc(SCC(=O)NC2CCCCCC2)n1C	-2	0	-18	-7	-3	-1	0.7	0
48	COc1ccc(OC)c(S(=O)(=O)N2Cc3ccccc3CC2C(=O)Nc2nccs2)c1 (stereo not given)	x	-10	x	3	17	6	x	1
49	Cc1cc[n+](-c2[nH]c(=O)sc2/C=N/NC(=O)c2ccccc2[O-])cc1C	7	x	-33	2	x	x	1.5	x
50	CCOc1ccc2[nH]cc(S(=O)(=O)c3ccc(C)cc3)c(=O)c2c1	0	3	1	4	0	18	1.7	-2
51	O=C(NCC(F)(F)F)[C@H]1[C@H](CO)[C@H]2Cn3c(cccc3=O)[C@@H]1N2CC1CC1	2	-6	-16	x	6	2[16.7 µM]	-0.2	2
52	C[C@H]1CN([C@@H](C)CO)S(=O)(=O)c2ccc(C#CC(C)(C)O)cc2O[C@H]1CN(C)Cc1ccc(-c2ccccc2)cc1	0	-6	31	-9	-3	-14[16.7 µM]	0.0	3
53	CCc1cc(C(=O)N2CCN(c3ccccn3)CC2)sc1C	1	8	-7	-5	4	0	x	-7
54	O=C(c1nc2nc(-c3ccc(Cl)cc3)cc(C(F)(F)F)n2n1)N1CCOCC1	x	4	x	-4	-3	-13	-2.1	0
55	CCOC(=O)N1CCN(CC(O)COc2ccc(CC)cc2)CC1 (stereo not given)	-4	-8	-8	2	-1	2	x	1
56	CC(C)Oc1ccc(S(=O)(=O)N2CCCCC2)cc1NC(=O)C1CCC1	3	6	-8	x	-4	14	x	2
57	C[C@@H]1CCCCO[C@@H](CN(C)S(=O)(=O)c2ccccc2)[C@H](C)CN([C@H](C)CO)C(=O)c2cc(N(C)C)ccc2O1	1	-8	-34	-5	4	-9[16.7 µM]	0.2	0
58	O=C(Nc1ccc2c(c1)[C@H]1C[C@@H](CC(=O)N3CCOCC3)O[C@@H](CO)[C@H]1O2)NC1CCCC1	-1	-14	-4	-12	1	-4[16.7 µM]	-0.1	-4
59	Cc1ccc(/C=C/C(=O)O)cc1S(=O)(=O)N1CCCc2ccccc21	x	0	-12	2	-6	x	-0.5	0
60	COc1ccc(C(C(=O)NC2CCCCC2)N(C(=O)c2csnn2)C2CC2)cc1 (stereo not given)	-3	-5	-8	4	2	2	x	-1
61	CCN(CC(=O)Nc1ccc([N+](=O)[O-])cc1OC)c1ccccc1	x	-5	x	-5	-2	-1	x	-2
62	COc1cc(OC)cc(C(=O)N2CCN(C(=O)c3ccc(OC)c(OC)c3)CC2)c1	x	-4	x	0	0	8	x	0

Looked up by compound from the list above, 2 records:
#	compound	ERAP1 inh	RAD54 inh	RAD52 anneal inh	PGC1a acetyl inh	PglD DTNB	miR122 inh	E-selectin induc	Cneo AK release
49	Cc1cc[n+](-c2[nH]c(=O)sc2/C=N/NC(=O)c2ccccc2[O-])cc1C	7	x	-33	2	x	x	1.5	x
53	CCc1cc(C(=O)N2CCN(c3ccccn3)CC2)sc1C	1	8	-7	-5	4	0	x	-7

Bioassay records deposited in PubChem BioAssay by Broad Institute.
